Source: PubChem
KOR beta-arrestin-1 = KOR antagonists, beta-arrestin recruitment, cell-based, luminescence, uHTS (AID 1778). KOR beta-arrestin recruitment, luminescence, antagonist mode; higher % means a stronger effect. hit rate 0.091% among 290,000. inhibition, % at 10 µM, or IC50 in µM where a hit was titrated; in the data active = inhibition above about 50%; also: strong numbers were not always called active
GPR55 antagonists = GPR55 antagonists blocking LPI-driven arrestin recruitment, primary screen, imaging, U2OS, beta-arrestin-GFP, LPI agonist (AID 2013). one-dose inhibition, % at 10 µM; IC50 in µM for titrated hits. hit rate 0.13% among 290,000. U2OS GPR55 beta-arrestin-GFP translocation imaging, LPI antagonism; higher % means a stronger effect;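 active = spots per cell inhibited over 60%, with over 100 cells counted and total cytoplasm intensity under 500,000; inconclusive = wells with under 100 cells, flagged as likely toxic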;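 also: U2OS cells stably carrying GPR55 and arrestin-GFP stimulated by 5 µM LPI near EC80; imaged beta-arrestin-GFP aggregate spots per cell after agonist stimulation; plate controls were LPI-stimulated DMSO wells for no effect and DMSO wells without LPI for full effect; some results filed as inactive read as strong as hits; confirmed hits need IC50 under 10 µM and bright autofluorescent wells are also inconclusive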
NTR1 ag = agonists of NTR1, primary screen, imaging, U2OS cells, beta-arrestin-GFP, high content (AID 493036) | activation, % at 20 µM | hit rate 0.17% among 330,000 | P30989 | NTR1-U2OS beta-arrestin-GFP spot imaging, agonist mode;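 active = activation at or above 40% of the spot to cytoplasm intensity ratio, with at least 20 cells analyzed; inconclusive = wells under 20 cells, flagged as cytotoxic or low count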;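 also: 0% = DMSO without peptide and 100% = 100 nM NTR1 peptide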
Target sequence (P30989 whole entry, looked up): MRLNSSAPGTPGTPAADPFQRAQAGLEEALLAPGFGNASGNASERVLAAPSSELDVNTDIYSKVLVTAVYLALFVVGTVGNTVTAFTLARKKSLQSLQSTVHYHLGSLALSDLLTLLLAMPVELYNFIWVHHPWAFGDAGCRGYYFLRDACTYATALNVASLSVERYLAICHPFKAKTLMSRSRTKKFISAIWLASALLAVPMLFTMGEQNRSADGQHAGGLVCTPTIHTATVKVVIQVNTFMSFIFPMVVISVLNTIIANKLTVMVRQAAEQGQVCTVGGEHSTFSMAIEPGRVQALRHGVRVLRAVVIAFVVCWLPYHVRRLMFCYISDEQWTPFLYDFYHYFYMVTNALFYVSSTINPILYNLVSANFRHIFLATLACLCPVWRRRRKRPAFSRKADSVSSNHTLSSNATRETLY
MgcRacGAP inhibition = MgcRacGAP GTPase-activating activity inhibitors, confirmation, biochemical, ADP Hunter fluorescence. one-dose inhibition, % at 30 µM; IC50 in µM for titrated hits. MgcRacGAP-stimulated Rac1 GTP hydrolysis, ADP Hunter fluorescence; higher % means a stronger effect; GST-tagged Rac1 F28L mutant substrate. hit rate 0.6% among 340,000. AID 624330;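 active = first-screen hits whose inhibition reached a set limit at any dose in the follow-up dose series; inconclusive = inhibition above the set first-screen limit but never retested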;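 also: fluorescence reports GDP produced by GAP-driven GTP hydrolysis; strong numbers were not always called active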
K1F lysis inhibition = protection from phage-mediated lysis, alamar blue read-out – E. coli UTI89, K1F phage, bacterial capsule biogenesis inhibitors (AID 488966) | E. coli UTI89 K1F phage lysis, alamar blue, 2 h; higher % means a stronger effect | hit rate 0.02% among 340,000 | inhibition, % at 100 µM, or IC50 in µM where a hit was titrated;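 active = phage lysis inhibition, versus mean bacterial control, above a set limit; inconclusive = no clear call, values can overlap the other calls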;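 also: capsule biogenesis inhibitors block K1F phage lysis so surviving cells raise fluorescence; higher fluorescence means more inhibition of phage lysis; actives were called in the ten point dose series up to 300 µM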
GPR35 antagonists = inhibition of zaprinast-stimulated GPR35 beta-arrestin translocation – imaging, U2OS, beta-arrestin-GFP, zaprinast agonist, primary screen (AID 2058) | U2OS GPR35 beta-arrestin-GFP translocation imaging, zaprinast antagonism; higher % means a stronger effect | one-dose inhibition, % at 10 µM; IC50 in µM for titrated hits | hit rate 0.052% among 290,000;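 active = inhibition of at least 50% with at least 30 cells and total cytoplasm GFP at most 10,000,000; inconclusive = under 30 cells or total GFP of 10,000,000 plus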
GPR55 activation = selective activators of receptor GPR55 – imaging, U2OS cells, beta-arrestin-GFP redistribution, primary screen (AID 1961); activation, % at 10 µM; hits with a dose series show EC50 in µM; U2OS GPR55 beta-arrestin-GFP redistribution imaging; higher % means a stronger effect; hit rate 0.048% among 290,000;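 active = activation above 40% with more than 50 cells counted in the well; inconclusive = wells holding fewer than 50 cells, flagged as toxic or sparse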;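 also: U2OS osteosarcoma cells stably expressing GPR55 and beta-arrestin-GFP; plate controls were DMSO negative control for no effect and LPI positive control for full effect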
NOD1 inhibition = inhibition of NOD1-driven NF-kB reporter – cell-based, luminescence, uHTS, primary screen (AID 1578). NOD1-driven NF-kB luciferase reporter cells, luminescence; higher % means a stronger effect. inhibition, % at 4 µM, or EC50 in µM where a hit was titrated. hit rate 1% among 290,000; in the data active = inhibition mostly above about 36%, no sharp cut-off; inactive = mostly below about 34%;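 also: HEK-293T reporter cells stimulated with the NOD1 agonist gamma-tri-DAP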
KOR beta-arrestin-2 = kappa opioid receptor activators – cell-based, luminescence, uHTS, primary screen (AID 1777) | KOR beta-arrestin recruitment, luminescence; higher % means a stronger effect | activation, % at 10 µM; hits with a dose series show EC50 in µM | hit rate 0.02% among 280,000; in the data active = activation above about 50%, passing the limit was not always enough; also: a part of the inactive calls stands beside numbers as strong as those of hits
NTR1 ag cell count 20 µM = recorded beside NTR1 ag, whose call it bears; cell count; measured here: cell count, cytotoxicity flag
The depositor's hits bear a star; i = inactive; ? = inconclusive; · = not tested or not shown; [ ] = another dose, or the depositor's remark.

SMILES | KOR beta-arrestin-1 | GPR55 antagonists | NTR1 ag | NTR1 ag cell count 20 µM | MgcRacGAP inhibition | K1F lysis inhibition | GPR35 antagonists | GPR55 activation | NOD1 inhibition | KOR beta-arrestin-2
Cc1cc(C)c(C(N)=O)c(Nc2cccc(Cl)c2C)n1 | -15% | -16% | 1.3 | 50 | 10% | 0.1% | 19% | 0.0% | -19% | 0.4%
O=C(NNC(=S)NC(=O)c1ccccc1[N+](=O)[O-])c1ccccc1 | 6% | -4% | -0.4 | 53 | 7% | -0.5% | -15% | -0.4% | -26% | -3.0%
CS(=O)(=O)N1CCc2cc(C(=O)N3CCCCC3)ccc21 | -13% | -7% | 0.3 | 64 | 8% | 0.1% | -9% | 0.0% | -40% | 6.4%
Cc1ccc(N2CC(=O)N(c3ccc(C)cc3)CC2=O)cc1 | 35% | 13% | 0.0 | 47 | 3% | 0.1% | 4% | 0.3% | -5% | 1.0%
Cc1ccc(-n2c(C)cc(C(=O)CSc3nnnn3C)c2C)cc1 | -23% | -9% | -2.3 | 69 | -1% | -0.8% | -13% | -0.2% | -38% | -0.3%
Clc1ncc(CSc2ccccc2)s1 | 10% | -8% | 0.9 | 64 | 3% | 0.0% | -13% | 0.0% | -20% | -3.5%
CCc1ccc(NC(=O)c2sccc2-n2cccc2)cc1 | -35% | 17% | 3.8 | 68 | 7% | 0.0% | 0% | 0.3% | -10% | 2.7%
CCOc1ccc(N(CC(=O)NCCSCc2ccccc2)S(C)(=O)=O)cc1 | -19%[20 µM] | 3% | 0.0 | 59 | 5% | 0.2% | -1% | 0.5% | -26% | -5.8%
Cc1cccc(C(=O)Nc2oc(-c3ccccc3)cc2C#N)c1 | 26% | 2% | 4.4 | 52 | 5% | 0.1% | -8% | -0.1% | 17% | 1.5%
NC(=O)COC(=O)c1cccc(S(=O)(=O)N2CCCCC2)c1 | 17% | 10% | -0.3 | 72 | 0% | 0.3% | -12% | 0.0% | -32% | -5.6%
Cc1occc1C(=O)NC1CCCc2ccccc21 (stereo not given) | 26% | -5% | -3.0 | 55 | 4% | 4.2% | -4% | -0.2% | 9% | -5.2%
COCCNC(=O)c1cc2c(=O)n(C)c3ccccc3c2n1C | -7% | 11% | 2.2 | 55 | 4% | -1.4% | 18% | -0.1% | 5% | -1.3%
c1ccc(Cc2nnc3sc(-c4ccco4)nn23)cc1 | 21% | -2% | 1.9 | 41 | 13% | 1.0% | 6% | -0.1% | -2% | -6.1%
Cc1ccccc1N(C(=O)Cc1cccs1)C(C(=O)NC1CCCCC1)c1cn(C)nc1C (stereo not given) | 0% | 10% | 2.6 | 50 | 2% | 0.1% | 1% | -0.1% | -11% | 3.6%
CC1(C)Cc2c(sc3nc(SCC(=O)O)[nH]c(=O)c23)CO1 | -9% | -8% | 3.6 | 63 | 7% | 1.3% | -2% | -0.2% | -5% | 12%
CC(Nc1ccc(F)cc1F)C(=O)NC(=O)NC1CCCCC1 (stereo not given) | -1% | 6% | 1.0 | 37 | 6% | -1.7% | -8% | -0.1% | -31% | 1.3%
COc1ccc(NC(=O)c2ccc[n+]([O-])c2)cc1 | -23%[20 µM] | 2% | -0.8 | 50 | 9% | 1.2% | -10% | -0.2% | -17% | ·
CC(C)(C)C1CCC(OCC(O)CN2CCCC2)CC1 (stereo not given) | -48%[20 µM] | 20% | -1.2 | 81 | 12% | 0.2% | -10% | -0.1% | -9% | 0.6%
CCCS(=O)(=O)N1CCN=C1SCc1cccc2ccccc12 | -32% | -15% | 0.2 | 81 | 18% | 0.0% | -5% | 0.5% | -18% | 0.8%
O=C(Nc1ccc(S(=O)(=O)NC2=NCCCCC2)cc1)c1ccc(=O)[nH]c1 | 24% | 6% | 1.4 | 42 | -1% | -0.2% | 14% | -0.6% | 12% | -4.1%
COc1ccc(Nc2n[nH]c(C)c2[N+](=O)[O-])cc1 | 38%[20 µM] | 11% | 0.7 | 72 | 11% | 0.1% | -8% | -0.1% | -45% | -6.6%
COc1ccc2[nH]c(C(=O)Nc3ccc(F)cc3Br)cc2c1 | -18% | -2% | -1.1 | 44 | -14% | -0.4% | 14% | 0.8% | -5% | -0.7%
N#CC1=C(S)N(c2ccccc2)C2(CCCCC2)NC1=O | 19% | -26% | 1.6 | 45 | 60% | 7.4%[50 µM] | 0% | -0.4% | 9% | 6.7%
CC(=O)c1ccc(N2CCN(C(=O)Nc3cccc(F)c3)CC2)cc1 | -23%[20 µM] | 4% | 0.6 | 32 | 1% | 0.2% | -8% | -0.1% | -31% | -2.9%
OC(COC(c1ccc(F)cc1)c1ccc(F)cc1)CN1CCCC1 (stereo not given) | 6% | -13% | -0.1 | 66 | 31% | 0.3% | -10% | -0.1% | 40%* | 2.6%
CCOC(=O)N1CCC(N2Cc3cccc(C(=O)Nc4ccc(OCC)cc4)c3C2=O)CC1 | -30% | 3% | 1.2 | 63 | 7% | 0.1% | -21% | -0.1% | -9% | 5.3%
CCOC(=O)c1sc(=S)n(-c2ccc(F)c(F)c2)c1N | 8% | -5% | -0.3 | 75 | 13% | 1.6% | 2% | 0.2% | -21% | 2.8%
CC(=O)Oc1ccc(-c2ccc(C(=O)OCC(=O)N(C)CC(=O)Nc3ccccc3Cl)cc2)cc1 | -27% | 9% | 7.9 | 68 | 12% | 0.3% | -10% | -0.1% | -58% | -0.2%
O=[N+]([O-])c1ccc(Oc2ccc(S(=O)(=O)N3CCCCC3)cc2)cc1 | -32% | 8% | 2.1 | 66 | 4% | 3.4% | -13% | 0.6% | 33% | 0.3%
C=CCNC(=O)COC(=O)c1cc(S(=O)(=O)N2CCCCC2)ccc1Cl | 7% | 11% | 1.5 | 54 | 5% | -1.1% | -10% | 0.0% | -36% | -1.8%
CC(=O)Nc1ccc(S(=O)(=O)Oc2ccc(C(=S)N3CCC(O)CC3)cc2)cc1 | -25% | 4% | 4.7 | 70 | -13% | 2.1%[50 µM] | 9% | -0.2% | 43% | 22%
O=C(Nc1ccc(F)c(Cl)c1)c1ccc2c(c1)OCO2 | -9% | 1% | 1.3 | 58 | 11% | 0.2% | -4% | -0.1% | -2% | 1.3%
CCCCSc1nc(C)[nH]c1[N+](=O)[O-] | -16% | 0% | 1.4 | 96 | 8% | 0.4% | 2% | 0.2% | -1% | 1.3%
Cc1nn(-c2ccccc2)c(C)c1/C=N/NC(=O)c1cc(O)cc(O)c1 | -9% | 10% | -0.4 | 80 | 13% | -0.1% | 0% | -0.1% | -32% | 3.1%
CSc1nc(N)c(NC(=O)c2ccc(Br)o2)c(=O)[nH]1 | 5% | 15% | 0.9 | 69 | 2% | -0.2% | -1% | 0.0% | -8% | -3.3%
COCCn1c(=S)[nH]c2sc3c(c2c1=O)CCC(C)C3 (stereo not given) | 5% | -13% | -1.2 | 36 | ? | -1.2% | 2% | -0.1% | -12% | -3.0%
Cc1ccc2[nH]c(CN3CCC(CO)(CC4CCCCO4)CC3)c(C)c2c1 (stereo not given) | -32% | 9% | 0.0 | 88 | 5% | -0.4% | -10% | -0.1% | -56% | 4.3%
O=c1[nH]c(CN2CCN(C/C=C/c3ccccc3)CC2)nc2ccccc12 | 10% | 0% | 1.1 | 49 | -1% | 4.0% | 12% | -0.1% | -13% | 0.3%
CCCNS(=O)(=O)c1ccc(CCC(=O)N2CCCC2)cc1 | -34%[20 µM] | -6% | 0.3 | 84 | 2% | 0.4% | 9% | -0.1% | -16% | -4.3%
COc1ccc(N2C(=O)CSC2c2ccncc2)cc1 (stereo not given) | 20% | 8% | -0.4 | 88 | 9% | 0.6% | -3% | 0.7% | -20% | -0.5%
O=C(NC1CCCCC1)N1CCC(n2c(=O)[nH]c3ccccc32)CC1 | · | -1% | -0.7 | 73 | -2% | 5.7% | -8% | 0.7% | 13% | ·
Cc1cc(C)nc(N/N=C/C2=C(N3CCOCC3)C(=C/c3ccccc3)/CC2)n1 | 8% | 11% | 3.7 | 52 | 9% | i | 10% | 0.5% | 14% | -3.4%
Cc1cc2ccccc2c(=O)n1CC(=O)NCC(=O)N1CCN(c2cccc(Cl)c2)CC1 | 0% | 23% | -0.6 | 106 | 7% | 0.1% | 3% | 0.2% | -9% | -1.1%
O=C(CSc1ccc(-c2ccccc2)nn1)N1CCN(c2ccccc2)CC1 | 26% | 5% | 0.1 | 74 | 5% | 1.6%[50 µM] | 0% | -0.3% | -28% | 8.2%
CCOC(=O)c1cccc(NC(=O)CSc2nnc(-c3ccncc3)n2CCCOC)c1 | -42% | -1% | 0.0 | 79 | 5% | 0.3% | -9% | -0.3% | -16% | -1.5%
COc1cccc(Cn2nnc(C(=O)NCCc3ccc(Cl)cc3)c2N)c1 | -8% | -4% | 0.1 | 45 | 5% | 6.3% | 4% | -0.1% | -18% | -0.6%
Cc1ccc(S(=O)(=O)CCC#N)cc1 | -8% | -4% | -0.6 | 50 | 9% | -0.1% | 8% | -0.3% | 0% | 1.5%
O=C(NNC(=O)C1CC(c2cccnc2)=NO1)Nc1cccc(F)c1 (stereo not given) | -20% | 3% | -0.8 | 52 | 8% | -0.3% | -16% | -0.1% | · | 2.4%
CCOc1ccc2nc(NC(=O)CN3CCN(c4ccccn4)CC3)sc2c1 | 20% | 5% | -2.4 | 42 | · | · | 3% | -0.4% | -27% | -4.7%
CN(C)S(=O)(=O)c1ccc(Cl)c(NC(=O)COC(=O)CCC(=O)c2cccs2)c1 | 10% | 7% | 0.5 | 54 | 10% | 0.8% | 21% | 0.1% | 4% | 1.9%
CCOc1ccc(C2NC(=O)C(C#N)=C(S)N2c2ccc(C)cc2)cc1OC (stereo not given) | -10% | 15% | 0.7 | 46 | 51% | -0.1% | -17% | 0.0% | 2% | -7.5%
Fc1ccccc1CSCc1nc2ccccc2[nH]1 | 16%[20 µM] | 16% | 0.2 | 52 | 5% | 1.6%[50 µM] | -7% | -0.1% | -44% | -8.1%

These rows are one share of the data; rates above refer to the full screens.
